Lipid storage S3 = qHTS Assay for Lipid Storage Modulators in Drosophila S3 Cells | Drosophila S3 cells, BODIPY lipid droplet fluorescence, 18-24 h; cells fed with added oleic acid | Potency in µM for hits, for the others lipid storage change, negative = inhibition, % at the top dose, mostly 46.1 µM | 0.64% of 320,000 active | AID 2685; active means well fitted inhibition curve with a large enough effect in the signal ratio, with a control signal flat, not every such curve was filed as active; inconclusive means small, poorly fitted or top-dose-only effect, or effect the other way, or a change in a side signal; the % refers to the signal ratio
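Laser-scanning cytometry quantifies lipid droplet accumulation (500–530 nm total intensity; droplet/cell object ratio) in oleic acid-fed (400 uM added) Drosophila S3 cells treated with a concentration series. 20 uM Triacsin C defined 100% inhibition.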
Lipid storage S3 cell count max = further read-out of Lipid storage S3, marked with its call; cell number change, %; measured here: cell count max response;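 cells counted by Cell Tracker Red CMTPX staining in the red channel; peak over a dose series mostly up to 46.1 µM; percent activity relative to internal control wells on each plate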
An asterisk follows results filed as active; i = inactive; ? = inconclusive; / = not tested or not shown. On the % scale 0 is the no-effect control and ±100 the full control effect; potency means the concentration at half of the fitted maximal effect. This is a subset; the hit share may differ from the screen's.

Start of the listing, in advance:
SMILES	Lipid storage S3	Lipid storage S3 cell count max
Cc1cc(C)c(OCC(=O)OCC(=O)N(C)C2CCS(=O)(=O)C2)c(C)c1 (stereo not given)	?	/
COc1ccc(NS(=O)(=O)c2cccc3cccnc23)cc1	-11%	-17

All compounds of this part (from the top)
SMILES	Lipid storage S3	Lipid storage S3 cell count max
Cc1cc(C)c(OCC(=O)OCC(=O)N(C)C2CCS(=O)(=O)C2)c(C)c1 (stereo not given)	?	/
COc1ccc(NS(=O)(=O)c2cccc3cccnc23)cc1	-11%	-17
O=C(COC(=O)C1=NNC(=O)CC1)NCCc1ccccc1	13%	16
CCCOc1ccc(-c2c(C(=O)N/N=C(\C)c3cccnc3)nnn2-c2nonc2N)cc1	?	/
COC(=O)c1ccc(C2C(C(=O)OC(C)C)=C(C)N=C3SCCC(=O)N32)cc1 (stereo not given)	13%	-17
O=C(Nc1ccc(F)cc1F)c1ccccc1NC(=O)C1CC=CCC1C(=O)O (stereo not given)	i	-16
O=c1c(N2CCCCC2)coc2ccccc12	i	-11
CC(C)(O)C#Cc1ccc(C(=O)N2CCCC(CNS(=O)(=O)c3cccs3)C2)o1 (stereo not given)	?	/
O=C1CCCc2c1cnc1ncnn21	?	/
O=C(CCC(=O)N1CCN(c2ccccc2F)CC1)N1CCN(c2ccccc2)CC1	i	28
COc1ccc(S(=O)(=O)N2CCC(C(=O)NCc3ccc(C)cc3)CC2)cc1	?	/
COc1ccccc1N1CCN(/N=C/C(Cl)=C/c2ccccc2)CC1	11%	6
CCOc1ccc(N(CC(=O)Nc2ccccc2OCC)S(=O)(=O)c2c(C)noc2C)cc1	?	/
CCCCNC(=S)N=Nc1c(O)[nH]c2ccccc12	-2%	-35
O=C(NC1CCS(=O)(=O)C1)c1ccc(S(=O)(=O)N2CCCC2)cc1 (stereo not given)	?	/
CCOC(=O)C1=C(O)CSC1=Nc1cccc(Cl)c1	-3%	-2
CC(=O)c1ccc(CCCCCCCCCC(=O)O)s1	?	/
Cc1nc2ccccc2n1CCc1nc2c3ccccc3nc(=S)n2[nH]1	?	/
CCCOC1CCCN(C(=O)c2cc(COc3ccc(-n4cncn4)cc3)on2)C1 (stereo not given)	i	19
Fc1ccc(-c2nnc(CN3CCN(c4ncc(C(F)(F)F)cc4Cl)CC3)o2)cc1	?	/

Whole records from above:
CC(C)(O)C#Cc1ccc(C(=O)N2CCCC(CNS(=O)(=O)c3cccs3)C2)o1 (stereo not given) in the list: Lipid storage S3: ?; Lipid storage S3 cell count max: /
COC(=O)c1ccc(C2C(C(=O)OC(C)C)=C(C)N=C3SCCC(=O)N32)cc1 (stereo not given) in the list: Lipid storage S3: 13%; Lipid storage S3 cell count max: -17
COc1ccc(S(=O)(=O)N2CCC(C(=O)NCc3ccc(C)cc3)CC2)cc1 in the list: Lipid storage S3: ?; Lipid storage S3 cell count max: /

Carrying on:
SMILES	Lipid storage S3	Lipid storage S3 cell count max
Cc1c(C(=O)N2CCOCC2)[nH]c2c1C(=O)CC(c1ccccc1Cl)C2 (stereo not given)	?	/
CC(C)CNC(=O)COC(=O)c1cc(S(=O)(=O)N2CCCCC2)ccc1N1CCOCC1	?	/
Cn1c(CNC(=O)CNS(=O)(=O)c2ccc(F)cc2F)cc(=O)n(C)c1=O	?	/
CC(=O)c1cccc(NC(=O)CC2Oc3ccc(C)cc3NC2=O)c1 (stereo not given)	?	/
Cc1cc(C)cc(Oc2coc3cc(O)ccc3c2=O)c1	13%	-17
CCCC(=O)Nc1nnc(S(=O)(=O)N(CC)c2ccc(OC)cc2)s1	i	33
CC1(C)CC2CC(C)(CN2C(=O)c2cc(-c3ccc(O)cc3)on2)C1 (stereo not given)	0.92µM*	16*
CCCNc1nc(Cl)nc(Nc2ccc(Cl)cc2)n1	-19%	-17
CCCOc1ccc(N2C(=O)CC(N(CCc3ccc(OC)cc3)C(=O)/C=C/C(=O)O)C2=O)cc1 (stereo not given)	20%	15
Cc1cccc(C2c3[nH]c4ccccc4c3CCN2C(=O)c2cc(-c3cccn3C)n[nH]2)n1 (stereo not given)	?	/
CCN(CC)S(=O)(=O)c1cc(C(=O)O)ccc1Cl	?	/
Cc1cc(-n2cccn2)ccc1CN1CCN(C2CCCC2)C(CCO)C1 (stereo not given)	13%	2
COc1cc(/C=N/NC(=O)c2ccncc2)ccc1OC(=O)c1ccccc1Cl	-13%	-5
Cc1ccc(Cn2nnnc2CN2CCC(O)(c3ccc(F)cc3)CC2)cc1	?	/
O=C(COC(=O)c1cccs1)NCCC1=CCCCC1	-7%	1
COc1cccc(/C=N/NC(=O)c2ccc(=O)n(C)c2)c1OC	1%	-4
O=[N+]([O-])c1cccc(/C=N/N2CCN(c3ccccn3)CC2)c1	2%	2
COc1cccc(/C=C(/C(=O)OCC(N)=O)c2ccccc2)c1	i	/
Cc1ccccc1NC(=O)CSC1=C(C#N)C(c2ccsc2)CC(=O)N1 (stereo not given)	?	/
Nn1c(COc2ccccc2)nnc1SCc1cc(=O)[nH]c2ccccc12	?	/
NC1=NC(=O)/C(=C\c2ccco2)S1	?	/
CCn1c(CSc2nc3ccccc3s2)nnc1SCC(=O)c1ccc(Cl)cc1	?	/
COc1ccc(CNC(=O)CCSCc2cccc(F)c2)cc1	4%	/
O=C(N/N=C/c1ccc(O)c(O)c1)c1cccc(S(=O)(=O)N2CCCCC2)c1	?	/
COc1ccc(C(CNC(=O)c2oc3cc(Br)ccc3c2C)N2CCCCC2)cc1 (stereo not given)	?	/
CCCC(c1nnnn1Cc1cccs1)N1CCN(c2nc3ccccc3s2)CC1 (stereo not given)	15%	-9
CCn1cc([C@@H]2C[C@H]3CN(Cc4cccc(Cl)c4)C(=O)[C@]34CCCN24)c(C)n1	-17%	-1
COc1ccc(C)cc1NC(=O)C1CCCN(S(=O)(=O)c2cccc3nonc23)C1 (stereo not given)	18%	/
O=C(/C=C/c1ccccc1Cl)NCCN1CCOCC1	1%	-2
CCOc1ccc(C(=O)COC(=O)CN2C(=O)NC3(CCCCC3C)C2=O)cc1 (stereo not given)	?	/
COc1cc(-c2csc(C)n2)ccc1O	?	/
CCOC(=O)CON1C(=O)C(=O)N(OCC(=O)OCC)[C@H]2CCCC[C@H]21	?	/
CCN(CC)C(CNC(=O)CSc1nnnn1-c1ccc(C)c(C)c1)c1ccco1 (stereo not given)	?	/
CCn1c2ccccc2c2cc(NC(=O)COC(=O)c3cc(Cl)c(N)cc3OC)ccc21	?	/
Cc1cccc(OCC(=O)Nc2ccc(S(=O)(=O)Nc3onc(C)c3C)cc2)c1C	?	/
Cc1cc(=O)[nH]c(=O)n1Cc1ccccc1	?	/
Cc1cc(C(=O)Nc2ccccc2C(=O)O)oc1C	i	14
CCN1C(=O)C(CC(=O)NCCc2ccccc2)N(NC(=O)c2cccnc2)C1=S (stereo not given)	-2%	-6
CC(NC(=O)CN1c2cccc3cccc(c23)S1(=O)=O)c1ccc(S(N)(=O)=O)cc1 (stereo not given)	25%	21
CCN(CC(=O)Nc1ccc(OC)cc1)CC(=O)N1CC(=O)Nc2ccccc21	?	/
CCOC(=O)CN(Cc1sccc1C)C(=O)Nc1ccc(OC)cc1OC	?	/
COc1ccc(-n2c(Cc3cccn3C)nnc2SCC(=O)Nc2ccccc2OC)cc1	24%	0
CCn1c(=O)cc(N2CCCCC2)[nH]c1=O	-7%	-22
Cc1cc(C)nc(NC(=O)/C=C/c2cccs2)c1	21%	-8
O=C(CCCn1c(SCC(=O)c2ccccc2)nc2ccccc2c1=O)NCC1CCCO1 (stereo not given)	?	/
COc1ccc(CCN(C)C(=O)c2ccc(S(=O)(=O)NCc3ccco3)cc2)cc1OC	?	/
O=C1[C@H]2[C@@H](c3ccc(Cl)cc3)N3C(=O)N(c4cccc(Cl)c4)C(=O)[C@@]3(Cc3ccccc3)[C@H]2C(=O)N1C1CCCCC1	24%	-16
CN(C(=O)COc1ncnc2sccc12)c1ccccc1	-12%	-25
CCOc1ccc(OCCC(=O)N(CC)CC(=O)NCc2ccc(Cl)cc2)cc1	?	/
Cc1cccc(OCc2ccc(C(=O)Nc3ccc(F)cc3)cc2)c1	3%	5
CC(=O)Nc1ccc(S(=O)(=O)N2CCC(NC(C)=O)(c3cccc(F)c3)CC2)cc1	14%	1
CC(Oc1ccc(Cl)cc1)C(=O)Nc1ncccn1 (stereo not given)	19%	2
COc1ccc(NC(=O)c2ccc3c(=O)n(-c4ccc(OC)cc4OC)c(=S)[nH]c3c2)c(OC)c1	?	/
Oc1ccc(-c2n[nH]c(=S)n2-c2ccc3c(c2)OCCO3)c(O)c1	?	/
COc1cc(Cl)c(C)cc1NC(=O)Cn1c(NCCO)nc2ccccc21	7%	4
CCN(CC)C(=O)C(=O)c1cn(CC(=O)N2CCc3ccccc3C2)c2ccccc12	-13%	-23
CCOc1ccc(NS(=O)(=O)c2ccc(C(=O)NCC(c3ccccc3OC)N3CCCC3)cc2)cc1 (stereo not given)	?	/
CCOc1ccc(N2CC(=O)N(c3ccc(OCC)cc3)CC2=O)cc1	12%	-7
CC1Cc2cc(S(=O)(=O)N3CCN(C)CC3)ccc2N1C(=O)C1CC1 (stereo not given)	?	/
CSc1ccc(Cl)c(C(=O)NCCOc2ccccc2)c1	16%	-6

Retrieved one by one from the entries so far, three records:
SMILES	Lipid storage S3	Lipid storage S3 cell count max
CCOc1ccc(NS(=O)(=O)c2ccc(C(=O)NCC(c3ccccc3OC)N3CCCC3)cc2)cc1 (stereo not given)	?	/
CC1Cc2cc(S(=O)(=O)N3CCN(C)CC3)ccc2N1C(=O)C1CC1 (stereo not given)	?	/
CCn1c2ccccc2c2cc(NC(=O)COC(=O)c3cc(Cl)c(N)cc3OC)ccc21	?	/

The listing continues.
SMILES	Lipid storage S3	Lipid storage S3 cell count max
CCOC(=O)c1ccc(NC(=O)COC(=O)Cc2csc(-c3ccccc3)n2)cc1	4%	8
Cc1ccccc1C(=O)N(CC(=O)Nc1sc(C)c(C)c1C(N)=O)C1CCCC1	?	/
Cc1cc(O)c(/C=N/Nc2ccccc2)c(=O)o1	23%	/
Cn1c(SCc2nc(-c3cccs3)no2)nnc1C1CCCCC1	?	/
CCN(CC)S(=O)(=O)c1ccc(NCCc2ccccn2)nc1	i	20
COc1ccc(/C=C2\N=C(SC)SC2=O)cc1OC	9%	4
Cn1nc(C(=O)OCC(=O)N2CCc3ccccc32)c2ccccc2c1=O	i	20
CC(C)(C)c1ccc(C(=O)c2c[nH]c(C(=O)NCC3CCCO3)c2)cc1 (stereo not given)	i	/
CCN(CC)C(=O)c1cnn(-c2ccccc2)c1NC(=O)c1ccco1	?	/
CCc1ccc(OCC(=O)NNC(=O)CSc2ncnc3sc(C)c(C)c23)cc1	i	/
Cc1c(C#N)c(N)c(C(=O)c2ccccc2)n1Cc1ccccc1	i	-1
COc1cccc(NC(=O)c2cc([N+](=O)[O-])ccc2NC(=O)CNCC2CCCO2)c1 (stereo not given)	?	/
N#CCC(=O)Nc1ccc(C(=O)OCC(=O)N2CCCC2=O)cc1	?	/
Cc1cc(OCC(=O)N2CCC(C(N)=O)CC2)c2c(C)cc(=O)oc2c1	?	/
O=C(c1cccc(C(F)(F)F)c1)c1c[nH]c(C(=O)NCCCN2CCOCC2)c1	?	/
Cc1cc(=O)[nH]c(SCC(=O)N2CCCCC2)n1	i	5
CC(C)Oc1cccc(C2NC(=O)c3ccccc3O2)c1 (stereo not given)	i	11
CCn1c(SCC(=O)NNC(=O)c2ccccc2)nnc1-c1ccncc1	i	/
CCc1cc(-c2onc(C)c2-c2cscn2)c(O)cc1OC	?	/
COc1ccc(N2CCN(C(=O)CSc3nc4[nH]ncc4c(=O)n3-c3cccc4ccccc34)CC2)cc1	5%	-13
O=C1NN(c2cccc(Br)c2)C(=O)/C1=C\c1ccc(O)cc1	?	/
O=C(NCc1ccccn1)C1CCN(S(=O)(=O)N2CCCC2)CC1	16%	2
CCc1ccc2oc(C(=O)NCCc3ccc(S(N)(=O)=O)cc3)cc(=O)c2c1	0%	8
Cn1nc(OCC(=O)O)cc1C(F)(F)F	?	/
CCOc1ccc(C(CC(=O)O)NC(=O)C(CC)c2ccccc2)cc1 (stereo not given)	?	/
O=C(CCCCn1c(=O)[nH]c2ccsc2c1=O)NCc1ccc2c(c1)OCO2	?	/
CCOc1ccccc1Nc1nnc(SCc2ccc(C(=O)OC)o2)s1	12%	-2
COc1ccc(N2CC(C(=O)N3CCN(c4ccccc4F)CC3)CC2=O)cc1 (stereo not given)	?	/
Cc1ccc(S(=O)(=O)N(CC(=O)Nc2ccc(C)c(Cl)c2)C(=O)N2CCN(C)CC2)cc1	?	/
COc1ccc(NS(=O)(=O)c2ccc(NS(=O)(=O)c3cccc(C(=O)O)c3)cc2)cc1	?	/
NC(=O)Cn1cnc2c(nnn2-c2cccc(Cl)c2)c1=O	11%	15
CCOc1ccc(C(=O)NC2CC3CCCC(C2)N3CC(C)C)cc1 (stereo not given)	?	/

High-throughput results as filed in PubChem BioAssay.
